# H1N1 NS1A inhibition = H1N1 influenza NS1A inhibitors, functional cell based assay (AID 504329) | NS1A functional cell-based assay, percent inhibition; higher % means a stronger effect | inhibition, % at 12.5 µM, or IC50 in µM where a hit was titrated | 340,000 compounds, 0.3% hits; in the data active = a potency from the dose series; inconclusive = inhibition above about 27% without an active follow-up result; note: strong numbers were not always called active
# Salmonella PhoP GFP = PhoP regulon inhibitors, Salmonella typhi PhoP promoter GFP reporter, confirmatory (AID 1850); 310,000 compounds, 0.33% hits; inhibition, % at 50 µM; hits with a dose series show IC50 in µM; Salmonella Typhi PhoP-promoter GFP reporter, fluorescence, 4 h; higher % means a stronger effect; in the data active = a potency from the dose series; inconclusive = inhibition mostly from about 25% at the one dose, without a potency; inactive = the rest, 99 in 100 with inhibition below about 19%;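 note: 0% = induced wells with vehicle and 100% = uninduced wells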
# M. tuberculosis HTS = M. tuberculosis growth inhibition, HTS (AID 449762) | M. tuberculosis H37Rv growth inhibition, 7H9 media; higher % means a stronger effect | one-dose inhibition, % at 25 µM; IC50 in µM for titrated hits | 330,000 compounds, 0.59% hits; in the data active = a potency from the dose series; inconclusive = inhibition above about 70% without an active follow-up result;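 note: bacterial growth assessed after seven days of incubation; strong numbers were not always called active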
# VEEV TC-83 Vero = inhibitors of VEEV TC-83 cytopathic effect, confirmation, Vero cells (AID 588727) | inhibition, % at 20 µM; hits with a dose series show IC50 in µM | 350,000 compounds, 0.13% hits | Vero cells, VEEV TC-83 cytopathic effect inhibition; higher % means a stronger effect; in the data active = a potency from the dose series; inconclusive = inhibition mostly from about 14% at the one dose, without a potency; inactive = the rest, 99 in 100 with inhibition below about 12%; note: strong numbers were not always called active
# M. tuberculosis = growth inhibition of non-replicating M. tuberculosis (AID 488890); Mycobacterium tuberculosis non-replicating, growth inhibition; higher % means a stronger effect; inhibition, % at 25 µM; hits with a dose series show IC50 in µM; 320,000 compounds, 0.39% hits; in the data active = a potency from the dose series; inconclusive = inhibition mostly from about 82% at the one dose, without a potency; inactive = the rest, 99 in 100 with inhibition below about 76%;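 note: plate controls were DMSO cells for no effect and high antibiotic wells for full effect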
# * = called active by the depositor; i = inactive; ? = inconclusive; · = no result given.
SMILES,H1N1 NS1A inhibition,Salmonella PhoP GFP,M. tuberculosis HTS,VEEV TC-83 Vero,M. tuberculosis
O=C(CNC(=O)c1ccccc1Br)Nc1cccc(S(=O)(=O)Nc2ccccc2Cl)c1,-19.3%,·,·,2.8%,·
O=C(COC(=O)CNC(=O)c1ccc(Cl)cc1Cl)NC(=O)NCc1ccccc1,-4.4%,3.8%,-5.4%,0.7%,-4.0%
Cc1c(OCC(=O)NC(Cc2c[nH]c3ccc(O)cc23)C(=O)O)ccc2c3c(c(=O)oc12)CCC3 (centres undefined),1.7%,-10.1%,3.2%,0.9%,-1.9%
CC12CCC(C/C1=N/NC(=O)Nc1ccccc1)C2(C)C (centres undefined),-2.7%,12.4%,1.5%,2.5%,38.3%
O=C(NC1CCCC1)c1cc2nc(-c3ccccc3)cc(-c3ccccc3)n2n1,-18.0%,0.9%,6.7%,1.5%,74.2%
COc1ccccc1C(C)N(C)Cc1nc(COc2ccccc2)no1 (centres undefined),0.0%,2.2%,-3.9%,0.9%,-7.2%
COc1ccc(-c2nnc(Nc3ccc(OC)c(C(=O)N4CCCCC4)c3)c3ccccc23)cc1,4.4%,-2.4%,3.2%,7.1%,10.6%
O=C(c1cncc(Br)c1)N1CCN(c2ccc([N+](=O)[O-])cc2)CC1,-3.8%,-8.2%,-10.7%,0.3%,-29.4%
Cc1ccc(S(=O)(=O)N2CCCC(c3nnc4n3-c3ccccc3SC4)C2)cc1 (centres undefined),-5.3%,-8.5%,-0.9%,7.8%,3.9%
CCc1[nH]nc2c1C(C1C=CCCC1)C(C#N)=C(N)O2 (centres undefined),-7.3%,-0.9%,5.5%,0.8%,21.6%
O=S(=O)(c1cccc(-c2csc(-c3ccccc3)n2)c1)N1CCOCC1,-0.3%,3.3%,-14.9%,i,13.2%
Cc1ccc(N(C(=O)c2snc(C(N)=O)c2N)C(C(=O)NCCC(C)C)c2ccco2)cc1 (centres undefined),-12.4%,-0.8%,1.5%,6.7%,29.3%
CC(=O)Nc1ccc(S(=O)(=O)Nc2ccc(N3CCOCC3)c(F)c2)cc1,16.3%,2.2%,1.1%,2.1%,-2.2%
COC(=O)C(C)SC1=N/C(=C/c2ccc(-n3cncn3)cc2)C(=O)N1 (centres undefined),-1.6%,-14.2%,-0.4%,0.6%,5.2%
Cc1cccn2c(=O)c3cc(C(=O)NCc4ccco4)c(=N)n(C4CCCC4)c3nc12,-6.1%,-1.1%,2.8%,1.9%,20.3%
CC(C)C(OC(=O)C1CCCO1)C(=O)NC1CCCC1 (centres undefined),2.3%,4.3%,-10.4%,i,-14.9%
COc1ccc(C(=O)N2CC3(CC(c4cccc(NC(=O)CC(c5ccccc5)c5ccccc5)c4)=NO3)C[C@H]2C(N)=O)cc1 (some centres undefined),5.3%,1.7%,67.8%,3.4%,34.6%
COc1ccccc1C(=O)N1CCN(CCc2ccccc2)CC1,-1.3%,-4.4%,-3.6%,3.2%,30.3%
O=S(=O)(c1ccc(N2CCCCCC2)nc1)N1CCCC1,7.6%,5.8%,-8.5%,0.8%,-13.9%
CCOC(=O)c1c(C)nsc1NCc1ccccc1,-22.6%,3.1%,-2.6%,0.8%,10.6%
CC(=O)C1N=NCC1c1ccccc1 (centres undefined),-11.4%,·,·,2.0%,·
Cc1ccc(C(=O)Nc2nc(C)c(C)s2)o1,12.2%,2.6%,-7.5%,1.8%,1.4%
COc1ccc(NC(C)=O)cc1NC(=O)CSc1nnc(-c2ccc(F)cc2)n1N,-6.0%,7.1%,-6.7%,3.8%,·
CCOC(=O)c1c(NC2=NS(=O)(=O)c3ccccc32)sc2c1CCCCC2,-10.7%,-3.8%,-18.0%,1.0%,-3.1%
CCN(C(=O)CN1C(=O)NC(c2ccccc2)(c2ccc(C)c(C)c2)C1=O)C1CCS(=O)(=O)C1 (centres undefined),-3.2%,·,-8.0%,1.6%,21.5%
CC(=O)c1ccc(OC(=O)Oc2ccc(C(C)=O)cc2)cc1,5.5%,·,·,1.9%,·
CC(=O)Nc1ccc(NC(=O)C(=O)c2cn(CC(=O)N3CCCC3)c3ccccc23)cc1,14.6%,6.6%,-2.7%,2.6%,-17.0%
O=C(Cn1cc([N+](=O)[O-])ccc1=O)N1CCc2ccccc21,-9.3%,·,-3.6%,1.1%,-0.4%
Cc1nnsc1C(=O)NNS(=O)(=O)c1cc(C(F)(F)F)cc(C(F)(F)F)c1,-3.4%,-5.4%,7.2%,0.5%,-2.0%
CNC(=O)COC(=O)COc1ccc2c(C)cc(=O)oc2c1,-6.6%,-6.9%,1.5%,1.9%,-18.8%
CC(=O)N1CCC(CCCC2CCN(C(C)=O)CC2)CC1,-7.1%,-9.8%,2.3%,1.2%,1.1%
Cc1ccc(Cn2c(=N)c(C(=O)NC3CCCCC3)cc3c(=O)n4ccccc4nc32)cc1,-7.5%,-2.0%,?,i,75.9%
Cc1ccc(C)c(C(=O)NCCN(C)C)c1,-1.2%,5.3%,-5.4%,3.2%,-1.4%
N#CCCN(C(=O)COC(=O)c1n[nH]c2ccccc12)c1ccccc1,-3.6%,·,-0.8%,6.4%,9.2%
CC1(c2ccc(OC(F)F)cc2)NC(=O)N(CC(=O)Nc2ccc(S(N)(=O)=O)cc2)C1=O (centres undefined),-6.3%,-1.0%,6.8%,4.6%,3.5%
CC1CCN(S(=O)(=O)c2ccc3[nH]c(=O)ccc3c2)CC1,-2.1%,-6.0%,-7.4%,0.2%,3.7%
CCN1C(=O)[C@H]2[C@H]3[C@H](O)[C@H](O)C/C(=N\O[C@H](C)c4cn([C@H](CO)Cc5ccccc5)nn4)[C@@H]3CC[C@H]2C1=O,·,-2.9%,-3.6%,·,-1.2%
Cc1cc(C(=O)NCCCC(=O)O)c(C)o1,-15.7%,3.6%,-1.0%,1.1%,-7.5%
c1ccc(-c2ccccc2-c2nc(-c3ccncc3)no2)cc1,25.1%,-7.3%,3.3%,6.8%,4.0%
COc1ccc(CNC(C)CCc2ccccc2)cc1 (centres undefined),20.5%,5.0%,1.3%,1.0%,4.0%

# 5 entries from above, with two lines to a compound.
# Below each SMILES – H1N1 NS1A inhibition	Salmonella PhoP GFP	M. tuberculosis HTS	VEEV TC-83 Vero	M. tuberculosis
> CC(=O)N1CCC(CCCC2CCN(C(C)=O)CC2)CC1
  -7.1%	-9.8%	2.3%	1.2%	1.1%
> Cc1ccc(Cn2c(=N)c(C(=O)NC3CCCCC3)cc3c(=O)n4ccccc4nc32)cc1
  -7.5%	-2.0%	?	i	75.9%
> Cc1ccc(C)c(C(=O)NCCN(C)C)c1
  -1.2%	5.3%	-5.4%	3.2%	-1.4%
> N#CCCN(C(=O)COC(=O)c1n[nH]c2ccccc12)c1ccccc1
  -3.6%	·	-0.8%	6.4%	9.2%
> CC1(c2ccc(OC(F)F)cc2)NC(=O)N(CC(=O)Nc2ccc(S(N)(=O)=O)cc2)C1=O (centres undefined)
  -6.3%	-1.0%	6.8%	4.6%	3.5%

# (cont.)
SMILES,H1N1 NS1A inhibition,Salmonella PhoP GFP,M. tuberculosis HTS,VEEV TC-83 Vero,M. tuberculosis
CCOc1ccc(N2C(=O)C3C(c4ccccc4F)NN(C(=O)c4ccc(C)cc4)C3C2=O)cc1 (centres undefined),-0.6%,-0.1%,60.2%,0.3%,-10.9%
C[N+]1(CCn2ccc3ccccc32)CCCCC1,12.5%,8.8%,-2.2%,0.5%,13.1%
CCOC(=O)c1sc(NC(=O)C2CC(=O)N(c3ccc(OCC)cc3)C2)nc1C (centres undefined),2.4%,1.8%,?,6.9%,30.8%
Cc1c[n+]([O-])ccc1[N+](=O)[O-],0.5%,·,·,1.3%,·
Cc1cccc(C(=O)NCC(=O)Nc2ccncc2)c1,-7.1%,-1.9%,1.8%,3.6%,-5.2%
O=c1[nH]c2ccccc2cc1CN(Cc1cccnc1)S(=O)(=O)c1ccc([N+](=O)[O-])cc1,0.4%,8.4%,0.3%,1.5%,21.4%
CC(=O)c1c(COC(=O)c2ccco2)nc2ccccc2[n+]1[O-],-0.9%,-5.5%,3.2%,1.0%,-1.8%
CC1=C(C(=O)OCc2ccccc2)C(c2ccccc2OC(F)F)NC(=O)N1 (centres undefined),-1.8%,11.0%,0.8%,4.5%,26.3%
Cc1occc1C(=O)NNC1=CC(=O)CC(C)(C)C1,-2.1%,-3.1%,-5.3%,0.1%,-17.4%
CCOc1ccc(-c2nnc(N)s2)cc1,-7.0%,3.8%,9.7%,0.1%,-5.4%
CCOC1=NN(c2ncc(C(F)(F)F)cc2Cl)C(=O)/C1=C/N(C)C,-3.5%,6.4%,-1.6%,0.4%,-6.0%
CCCOc1ncnc2c1[nH]c1ccc(C)cc12,·,4.0%,6.5%,·,14.6%
O=C(CSCc1ccc([N+](=O)[O-])cc1)NC1CC1,-6.2%,-3.6%,-0.7%,0.6%,5.5%
Nn1c(SCc2cccc(Br)c2)nnc1-c1cccnc1,10.6%,-7.0%,1.1%,0.2%,7.5%
CC(C)c1nc2sc3c(=O)[nH]cnc3c2c2c1CCC2,-11.2%,-4.3%,12.3%,0.1%,4.8%
CCOP(=O)(OCC)C(NC(=O)C(Cl)Cl)C(Cl)(Cl)Cl (centres undefined),-1.5%,2.1%,-10.5%,1.0%,-8.1%
Cc1cc(=O)n2[nH]c(-c3ccccc3Cl)cc2n1,-9.0%,-20.8%,13.1%,1.7%,13.2%
Cc1cc(O)ccc1N/C=C(\C#N)c1nc2ccccc2o1,11.9%,-14.6%,3.3%,0.0%,2.1%
COc1ccc(N2CC(NC(=O)N3CCN(c4ccccc4)CC3)CC2=O)cc1 (centres undefined),6.3%,3.8%,-12.2%,3.3%,3.4%
Nc1ccc(Cl)c(NC(=O)c2cccs2)c1,-11.7%,6.7%,-4.7%,0.1%,15.3%

# Profiles from above. Order of screens: H1N1 NS1A inhibition	Salmonella PhoP GFP	M. tuberculosis HTS	VEEV TC-83 Vero	M. tuberculosis
# Nc1ccc(Cl)c(NC(=O)c2cccs2)c1 as listed: -11.7%	6.7%	-4.7%	0.1%	15.3%
# COc1ccccc1C(=O)N1CCN(CCc2ccccc2)CC1 as listed: -1.3%	-4.4%	-3.6%	3.2%	30.3%
# Cc1ccc(C(=O)Nc2nc(C)c(C)s2)o1 as listed: 12.2%	2.6%	-7.5%	1.8%	1.4%

# Further structures follow:
SMILES,H1N1 NS1A inhibition,Salmonella PhoP GFP,M. tuberculosis HTS,VEEV TC-83 Vero,M. tuberculosis
N#C/C(=C/c1cc[nH]c1)C(N)=S,6.2%,2.5%,1.5%,i,13.0%
COc1ccccc1NC(=O)CN1CCN(CC(=O)Nc2ccc(OC)c(OC)c2)CC1,-1.0%,7.7%,-1.3%,0.1%,3.8%
CCNc1nc(N)nc(Oc2ccc(OCCOc3ccccc3)nn2)n1,-2.0%,-1.5%,-12.2%,0.3%,5.1%
CCCn1c(N2CCN(CC(=O)c3c(C)n(C)c4ccc(OC)cc34)CC2)nc2c1c(=O)[nH]c(=O)n2C,-0.6%,-1.2%,·,7.8%,·
N#C/C(=C/c1ccccc1[N+](=O)[O-])C(=O)NCc1ccco1,-5.3%,-0.6%,-4.2%,1.8%,8.8%
COc1ccc(/C=C2/CCC(CN3CCOCC3)C2=O)cc1 (centres undefined),-1.8%,·,·,i,·
CCN(CC)c1ccc(NC(=O)c2ccc3c(c2)OCO3)c(C)c1,-27.8%,2.4%,-3.7%,2.3%,10.6%
CC(=O)Nc1ccc(S(=O)(=O)NCCC(=O)Nc2ncccc2C)cc1,0.5%,2.6%,-5.5%,0.9%,-4.3%
CCOC(=O)CSc1nc2ccc(N3CCOCC3)cc2c(=O)n1Cc1ccccc1,1.1%,7.5%,5.1%,1.1%,25.8%
O=C(COC(=O)CSc1ccccc1)NCCNC(=O)COC(=O)CSc1ccccc1,3.5%,4.2%,-2.4%,0.6%,-21.9%
Cc1ccc(NC(=O)COc2nc(C)cs2)cc1,0.5%,-9.0%,1.2%,0.9%,9.3%
O=S(=O)(NC1CC1)c1ccc2c3c(cccc13)CC2,-3.1%,12.7%,2.1%,i,1.0%
Cc1cccc2sc(NNC(=O)c3ccc4c(c3)OCCO4)nc12,11.5%,-5.0%,62.8%,7.1%,·
NC(=O)/C(=C/c1ccc2c(c1)OCO2)NC(=O)c1ccco1,2.0%,-0.8%,-5.0%,0.4%,-6.4%
Cn1cc(CN2CCN(Cc3ccccc3)CC2)c(-c2cccc(Cl)c2)n1,17.5%,15.0%,-1.8%,4.8%,5.3%
O=C(c1ccc(F)cc1)N1CCCC(C(=O)N2CCc3ccccc3C2)C1 (centres undefined),-26.9%,0.3%,-4.5%,i,13.4%
Cc1ccc(NS(=O)(=O)c2ccc(C)c(C(=O)N3CCOCC3)c2)cc1,0.6%,-7.4%,-7.4%,2.4%,-4.2%
CC(C)n1cnnc1SCC(=O)NCC(=O)Nc1ccc(F)cc1,-6.1%,·,-1.9%,0.7%,-4.7%

# Bioassay records: PubChem BioAssay, Southern Research Specialized Biocontainment Screening Center
